# Screens (PubChem)
# WRN inhibitor: blocks human WRN helicase | Q14191 | WRN helicase unwinding, fluorescent forked duplex, kinetic | Potency, µM (top dose mostly 114 µM), for inactives: top-dose activity change, negative = inhibition, usual class: inhibitors | 360,000 tested, 0.46% active | AID 651768; further: potency means the concentration at half of the fitted maximal effect; on the % scale 0 is the no-effect control and ±100 the full control effect; nearly all actives have a fitted effect of over 55% in size
#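 Screening of the MLSMR collection measured strand separation of a quenched forked DNA duplex (100 nM) by 20 nM WRN with 2 mM ATP, all final. Compounds were preincubated with enzyme 15 min at room temperature.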
# PI5P4Ka inh: inhibitors of human PI5P4K alpha. P48426. PI5P4Kalpha enzyme, ADP-Glo luminescence, 60 min; hits give low values. max response, %. 330,000 tested, 1.2% active. AID 652105; active means max response of -50% or lower; inconclusive means between -30% and -50%; inactive means -30% or higher; further: value at the top dose of about 77 µM; on the % scale 0 is the no-effect control and ±100 the full control effect
# Target sequence (P48426 whole entry, looked up): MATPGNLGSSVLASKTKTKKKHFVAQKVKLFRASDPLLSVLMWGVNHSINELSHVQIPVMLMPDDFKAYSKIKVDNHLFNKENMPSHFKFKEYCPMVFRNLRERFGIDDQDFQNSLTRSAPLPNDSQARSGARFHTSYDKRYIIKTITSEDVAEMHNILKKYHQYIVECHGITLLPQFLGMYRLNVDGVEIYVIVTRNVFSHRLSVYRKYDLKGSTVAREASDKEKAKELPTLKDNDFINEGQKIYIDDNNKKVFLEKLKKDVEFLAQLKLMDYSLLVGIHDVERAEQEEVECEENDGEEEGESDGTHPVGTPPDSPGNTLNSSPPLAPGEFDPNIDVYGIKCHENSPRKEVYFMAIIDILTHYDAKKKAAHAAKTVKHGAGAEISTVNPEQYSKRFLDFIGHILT
#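 Enzyme plus substrate dispensed, test compounds pinned in, then ATP (5 microM final) added. After 60 min at RT, ADP-Glo reagent 1 for 45 min and reagent 2 for 30 min preceded luminescence imaging.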
# PLK1 PBD inh: PLK1 (human) polo-box domain binding inhibition. P53350. Plk1 PBD binding of FITC phosphopeptide, fluorescence polarization. Potency, µM, without a hit: max response, negative = inhibition, hits mostly inhibitors. 360,000 tested, 2.8% active; further: potency means the concentration at half of the fitted maximal effect; series mostly up to about 57 µM; on the % scale 0 is the no-effect control and ±100 the full control effect; nearly all actives have a fitted effect of over 65% in size
# Target sequence (P53350 whole entry, looked up, the tested form may be a part): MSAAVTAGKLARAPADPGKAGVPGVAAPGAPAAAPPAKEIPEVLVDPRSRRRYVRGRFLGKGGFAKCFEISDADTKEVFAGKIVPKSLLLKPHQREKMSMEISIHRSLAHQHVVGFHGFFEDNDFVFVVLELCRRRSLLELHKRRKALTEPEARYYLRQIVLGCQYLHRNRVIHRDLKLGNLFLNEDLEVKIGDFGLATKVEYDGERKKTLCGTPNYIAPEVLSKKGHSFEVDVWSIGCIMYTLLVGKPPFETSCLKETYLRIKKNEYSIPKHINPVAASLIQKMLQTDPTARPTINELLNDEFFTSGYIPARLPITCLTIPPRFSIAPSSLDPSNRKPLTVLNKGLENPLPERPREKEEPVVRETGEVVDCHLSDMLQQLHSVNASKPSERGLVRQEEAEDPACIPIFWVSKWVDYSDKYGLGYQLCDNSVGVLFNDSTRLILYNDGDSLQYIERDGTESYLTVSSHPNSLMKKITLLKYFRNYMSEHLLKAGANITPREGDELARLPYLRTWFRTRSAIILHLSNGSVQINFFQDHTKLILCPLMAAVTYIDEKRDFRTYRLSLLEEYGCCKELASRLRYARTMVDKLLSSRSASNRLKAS
# Abeta rescue: restores growth of yeast expressing A-beta42 peptide. yeast expressing A-beta42, growth rescue, OD600, 48 h; response scale: 0% DMSO, 100% iron-clioquinol control. Potency, µM (series often up to 46.1 µM), without a hit: at the top dose growth rescue, hits mostly activators. 410,000 tested, 0.063% active. AID 1347071; further: potency means the concentration at half of the fitted maximal effect; nearly all actives have a fitted effect of over 55% in size
#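 Yeast A-beta toxicity model in growth medium with pinned compounds, 48 h at 30 C; growth read as absorbance at 600 nm. Normalized to FeCl3/clioquinol equimolar mix (positive) and DMSO (negative).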
# EPAC1 antag: blocks human EPAC1 exchange factor; O95398; EPAC1 GEF assay, Rap1b-BODIPY-GDP exchange fluorescence; Potency, µM (series often up to 115 µM), inactives show top-dose activity change, negative = inhibition, usual class: inhibitors; 360,000 tested, 0.14% active; AID 720709;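 further: potency means the concentration at half of the fitted maximal effect; plate controls were vehicle for no effect and positive control for full effect; nearly all actives have a fitted effect of over 50% in size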
# IL-2 act: activates IL-2 in a cell-based reporter assay; IL-2 activation reporter assay, cell-based qHTS; stimulated with anti-CD3/CD4/CD28 beads; in transgenic mouse T cells; 360,000 tested, 0.065% active; activation, % (series mostly up to about 46 µM); in the data active means activation above about 50%; inconclusive means mostly about 30% to 49%; further: 0% is about no effect
#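 Screening format: compound pinned onto unstimulated transgenic mouse T cells, 60 min incubation, then anti-CD3/anti-CD4/anti-CD28 bead stimulation for 18 hours at 37 degrees C, followed by EGFP and DsRed detection.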
# FUS yeast rescue: FUS proteinopathy suppression in yeast; 390,000 tested, 0.24% active; S. cerevisiae FUS-expressing, growth rescue, OD600, 24 h; AID 1347120; Potency, µM (top dose mostly 76.6 µM), inactives show at the highest dose growth rescue (activation), usual class: activators;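 further: potency means the concentration at half of the fitted maximal effect; plate controls were DMSO vehicle for no effect and reference control for full effect; nearly all actives have a fitted effect of over 55% in size; some results filed as inactive show a strong effect at the top dose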
#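 Yeast FUS proteinopathy model; galactose-induced FUS (2%), starting OD 0.005. Cpds in dilution series, 24hr, 30C, 99% humidity. Abs 600 nm growth. Pos ctrl CP55940 (top 92uM final); neg ctrl DMSO.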
# EPAC1 agonist: EPAC1 (human) agonism | 360,000 tested, 0.073% active | EPAC1 agonist qHTS, biochemical assay; response scale: 100% = response to 6.5 mM cAMP | AID 720707 | Potency, µM (top dose mostly 154 µM), for the others: top-dose activation, hits mostly activators; further: potency means the concentration at half of the fitted maximal effect; nearly all actives have a fitted effect of over 60% in size
#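 Read-out is the fluorescence drop as BODIPY-GDP leaves Rap1B (480 nm excitation, 540 nm emission), recorded every 5 minutes over 30 minutes. Reactions held 100 nM EPAC1, 250 nM Rap1B–BODIPY-GDP and 50 uM GDP, with 6.5 mM cAMP setting full activation.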
# * = called active by the depositor; ? = inconclusive; nt = no result given; & = joins results of further samples; [ ] = another dose, or the depositor's remark. Unless noted, the call rests on the fitted dose curve; in most records, active means well fitted curve in the direction sought with a large enough effect; inconclusive means small, poorly fitted or top-dose-only effect, or another doubt; inactive means no such curve, though single readings can be large; an effect the other way counts as inactive or inconclusive. Rows are unselected. About 4.1% of those tested had a hit in this group.
# Each structure is followed by: WRN inhibitor | PI5P4Ka inh | PLK1 PBD inh | Abeta rescue | EPAC1 antag | IL-2 act | FUS yeast rescue | EPAC1 agonist
CSc1ccc(CCNC(=O)CSc2ccsc2[N+](=O)[O-])cc1
  -32% | -51* | ? | -6% | -16% | -0.5 | ? | 0%
CCOC(=O)c1ccc(NC(=O)Nc2c(C)n(C)n(-c3ccccc3)c2=O)cc1
  -1% | 0 | -1% | 8% | -20% | 0.8 | nt | -1%
CCO[C@@H]1OC(C(N)=O)=C[C@H](C(C)(C)C)[C@H]1CCCO
  -1% | -4 | -10% | 3% | 1% | 0.4 | -32% | 7%
COC(=O)C1(C(=O)OC)c2ncccc2N(S(=O)(=O)c2ccc(C)cc2)C1CC(=O)c1ccccc1 (stereo unspecified)
  2% | 6 | 0% | -9% | 5% | -1.0 | ? | -3%
Cc1nn(C)cc1CNC(=O)C1CCC(=O)N(CC2CCCCC2)C1 (stereo unspecified)
  -8% | 5 | -11% | -12% | 4% | -2.6 | nt | -3%
Cc1cccc(N2CCN(C(=O)c3cccn4c(=O)c5c(C)c(C)sc5nc34)CC2)c1C
  -8% | 7 | 0% | 17% | -2% | -1.8 | -7% | -1%
COc1ccccc1CNC(=O)C(=O)NCC1CCCN1S(=O)(=O)c1cc(C)ccc1C (stereo unspecified)
  2% | -4 | -6% | 5% | 1% | -2.0 | -5% | 5%
COc1ccc(C)c2sc(NC(=O)CCS(=O)(=O)c3ccccc3)nc12
  -30% | 2 | -11% | -10% | 2% | -6.3 | nt | 4%
CCCCCC(=O)Oc1cccc(N2C(=O)C3CCCCC3C2=O)c1 (stereo unspecified)
  8%[57.1 µM] | 13 | -29% | -16% | ? | 1.8 | -4% | -13%
CCCc1nnc(NC(=O)CCC(=O)N2CCN(CCOc3ccc(C)cc3)CC2)s1
  3% | 1 | 1% | -6% | 5% | -0.3 | -11% | 1%
Cc1ccc(NC(=O)CCN2CCN(CCO)CC2)cc1Br
  -2% | -4 | -21% | -20% | -21% | 1.7 | -7% | -1%
CC(NC(=O)c1cc(S(=O)(=O)N(C)C)ccc1Cl)C1CC2CCC1C2 (stereo unspecified)
  2% | 8 | -1% | -8% | -25% | -3.3 | 10% | -9%
Cc1ccc(C(=O)Nc2ccc(C)c(S(=O)(=O)N3CCOCC3)c2)c(C)c1
  7% | 0 | -1% | -14% | 1% | -0.5 | 18% | 0%
Cc1ccc2c(c1)C(c1ccccc1)C(=O)O2 (stereo unspecified)
  ? | -9 | -18% | 9% | -2% | 0.5 | -17% | 9%
Cc1ncc(CCl)c2c1OC(C)(C)OC2
  2% | 3 | -3% | 6% | -17% | 3.1 | 5% | -8%
CCCCn1c(CCNC(=O)CCC)nc2ccccc21
  -11%[57.1 µM] | 11 | -7% | -2% | -16% | -1.7 | -20% | -17%
CC1(C)Cc2ccccc2C(NNC(=O)c2cccnc2)=N1
  7% | 4 | -2% | -3% | 13% | -0.3 | -10% | -7%
O=C1N/C(=N\N=C\c2cccs2)SC1Cc1ccc(Cl)cc1Cl (stereo unspecified)
  -7% | -4 | -7% | 8% | -15% | -2.2 | nt | -7%
CCc1ccc(NS(=O)(=O)c2ccc3[nH]cc(C(=O)NCC4CCCO4)c(=O)c3c2)cc1 (stereo unspecified)
  3%[11.6 µM] | -10 | -4% | 14% | -21% | -0.9 | 28% | 2%
CS(=O)(=O)N1CCc2cc(C(=O)N3CCN(c4cccc(Cl)c4)CC3)ccc21
  -9% | 0 | -1% | 1%&7% | -6% | -3.7 | ? | 5%
CCOC(=O)c1c(C2CC2)csc1NC(=O)COC(=O)c1cnc(Cl)c(Cl)c1
  5% | -19 | -14% | -10% | -3% | 1.0 | nt | 9%
CC(C)(C)c1ccc(CNC(=O)c2ccc3c(c2)NC(=O)CO3)cc1
  -4% | 9 | -4% | -2% | 4% | 2.1 | 6% | -1%
CCOC(=O)C1=CCN(S(=O)(=O)c2ccccc2C)C1c1ccccc1 (stereo unspecified)
  -13% | 0 | -16% | -22% | -29% | -0.8 | 33% | -9%
CCCn1c(C(O)c2ccc(OC)c(OC)c2)nc2ccccc21 (stereo unspecified)
  4% | -9 | -3% | 3% | -6% | 2.2 | 1% | -5%
C=CCC1(Cl)C(=O)C(Cl)=C(N2CCN(C)CC2)C1(OC)OC (stereo unspecified)
  3% | 1 | 2% | 9% | 2% | 0.0 | -23% | -1%
CSCCC(NC(=O)c1ccccc1Cl)C(=O)N1CC(C)OC(C)C1 (stereo unspecified)
  2% | 3 | 0% | -2% | 19% | -0.3 | -4% | 1%
CCc1ccc(C(C(=O)NCc2ccc(OC)cc2)N(CCOC)C(=O)Cc2cccs2)cc1 (stereo unspecified)
  -11% | nt | -1% | -5% | -26% | -2.1 | 31% | 15%
O=C(Nc1ccc2nn(-c3ccccc3)nc2c1)c1ccco1
  -4% | -3 | -10% | -8% | 6% | -2.7 | 16% | -1%
CN(C)c1ccc(NC(=O)c2ccc(COc3cccc(Cl)c3)o2)cc1
  -8% | -4 | 2% | -5% | -17% | -0.4 | 12% | 6%
CCCC(=O)NC(c1ccc(Cl)cc1)c1ccc2cccnc2c1O (stereo unspecified)
  1%[57.1 µM] | -4 | 4% | 2% | 1% | -5.1 | 17% | -2%
CC1(C)CC(=O)C=C(NCCN2CCN(C(=O)Nc3ccccc3)CC2)C1
  -3% | 0 | -9% | -2% | -8% | -1.5 | ? | -1%
CC1(C)OC(=O)C2=C(C[C@@H](CCc3ccccc3)O[C@H]2C2CCCC2)O1
  -3% | -3 | -3% | -21% | -2% | -1.2 | -8% | 13%
S=C(NCC1CCCO1)Nc1cccc2ccccc12 (stereo unspecified)
  13% | -4 | -13% | -7% | -5% | -4.3 | 15% | -8%
COc1ccc(-c2n[nH]c(C)c2-c2cscn2)c(O)c1
  -6% | 1 | -1% | 5% | -26% | 4.2 | -8% | 8%
COc1ccc2c(c1OC)C(=O)N(c1ccc(O)cc1)C2=O
  2% | 7 | -6% | -7% | -26% | -0.6 | -2% | 11%
CN(Cc1c(F)cccc1Cl)S(=O)(=O)c1cccs1
  -6% | 3 | -1% | 15% | -3% | 0.2 | -7% | 5%
O=C1c2ccccc2C(c2nnnn2-c2ccc3c(c2)OCCO3)N1CCc1ccc(O)cc1 (stereo unspecified)
  0% | -6 | 7% | -3% | 6% | -0.7 | -2% | 4%
O=C(CSc1nnc(CN2CCCCCC2=O)n1-c1ccccn1)NCC(F)(F)F
  -3% | nt | -1% | -2% | -3% | -1.3 | -14% | 2%
O=S(=O)(c1cnccc1N1CCN(/N=C/c2ccc(Cl)cc2)CC1)N1CCCCC1
  -5% | 1 | -1% | 0% | -2% | 0.0 | -25% | 0%
Cc1ccc(-c2c(C(=O)O)c3ccccc3[nH]c2=O)cc1
  -2% | 2 | -5% | -3% | 11% | 0.2 | -26% | -2%
COc1cccc(NC(=S)NC(=O)c2cncc(Br)c2)c1
  -6% | 0 | 0% | ? | -5% | 0.2 | 10% | 5%
CCN(CC)CCNCc1cc(Cl)ccc1OCc1ccccc1F
  0% | 10 | -4% | 5% | -1% | -0.6 | 9% | -6%
COc1ccccc1CCC(=O)Nc1ccc2c(c1)CN(Cc1ccc(CO)o1)CC2
  -14% | -9 | -14% | 6% | -14% | -0.9 | 38% | -10%
COc1ccc(NC(=O)N(C)C[C@@H]2Oc3ccc(NC(=O)NC(C)C)cc3CC(=O)N([C@H](C)CO)C[C@@H]2C)cc1
  0% | -4 | -13% | -8% | 17% | -2.7 | 3% | -11%
CCN(C(=O)c1ccc(NC(=O)C2CCCCC2C(=O)O)cc1)c1ccccc1 (stereo unspecified)
  5% | -6 | -4% | 4% | 2% | -2.4 | -29% | 1%
O=S(=O)(c1ccccc1)c1cnc(-c2cccnc2)nc1-c1ccc(Cl)c(Cl)c1
  5% | -2 | -1% | 8% | 0% | -0.5 | -3% | 11%
CC(=O)NC(c1cccc(F)c1)c1nc(-c2cccc(C(=O)O)c2)cs1 (stereo unspecified)
  -17% | 3 | -4% | -8% | -2% | 0.2 | -10% | 0%
COc1ccc(CCN(C)C(=O)c2cnc(C)cn2)cc1OC
  -8% | 0 | -1% | -4% | 2% | -2.7 | -1% | -1%
O=C(O)c1ccc(NS(=O)(=O)/C=C/c2ccccc2)cc1O
  0% | nt | -14% | 4% | -3% | -0.1 | 22% | 2%
CSC1CCCCC1(O)CSc1nc2c(cc1C#N)CCCC2 (stereo unspecified)
  -13% | nt | 27µM* | -12% | -8% | -0.1 | 17% | 12%
O=C(COC(=O)COc1ccc(Cl)cc1)Nc1ccc(N2CCOCC2)cc1
  5% | 0 | -3% | 1% | 30% | 0.6 | 1% | -2%
Cc1ccccc1NC(=O)CN1C(=O)S/C(=C\c2ccc(-c3cc(C(=O)O)ccc3C)o2)C1=O
  ? | -79* | -20% | -12% | -46% | 77* | 38% | -3%
CC(=O)c1ccc2c(c1)OCCOCCOCCOCCO2
  1% | 5 | -10% | -1% | ? | -0.2 | -1% | 3%
Cc1cc(Oc2ccc(=O)n(C)n2)nc(SCC(N)=O)n1
  6% | 2 | -5% | -5% | 5% | 0.9 | -22% | 19%
CCOC(=O)CSc1nc(-c2ccccc2)nc2ccc(F)cc12
  -11% | nt | 2% | 19% | -2% | 2.7 | 9% | 15%
O=c1[nH]c(NC2CCN(S(=O)(=O)c3ccccc3C(F)(F)F)CC2)nc2c1CCCC2
  ? | 2 | -16% | -11% | -10% | -3.3 | 18% | -2%
CCN(CC)C(=O)CN1C(=O)/C(=C/c2ccccc2)SC1=S
  -5% | -11 | 27µM* | 16% | -4% | -3.4 | -8% | 14%
COc1ccc(NC(=O)N2CCCCC2)cc1
  5% | nt | -3% | 0% | 18% | -4.3 | 9% | 6%
COc1ccc(C2C(C#N)=C(N)OC3=C2C(=O)CCC3)cc1Cn1cc([N+](=O)[O-])cn1 (stereo unspecified)
  2% | 1 | -4% | -6% | 4% | -3.2 | 1% | 4%
O=C(CNS(=O)(=O)c1ccccc1)OCC(=O)c1ccc(Br)cc1
  -4% | -2 | -11% | 3% | -3% | 0.7 | 18% | -1%
CCC(C)NC(=O)CN(c1ccc(OC)cc1)S(=O)(=O)c1ccccc1 (stereo unspecified)
  -1% | ? | 21µM* | -5% | -13% | -4.0 | 8% | 1%

# Looked up above:
# In IL-2 act, Cc1ccc(-c2c(C(=O)O)c3ccccc3[nH]c2=O)cc1 shows 0.2
# In EPAC1 antag, COc1ccc(-c2n[nH]c(C)c2-c2cscn2)c(O)c1 shows -26%
